Screening data as filed in PubChem BioAssay.
CaV13 FRET inh = Disruptors of the CACNA1D IQ motif to Ca2+-dependent inactivation inhibitor domain association, primary screening, Förster resonance energy transfer in intact living …; HEK cells, CFP/YFP FRET ICDI-IQ, plate reader, 10 min; percent FRET-ratio fall versus neutral wells; hit rate 0.098% among 340,000; inhibition, % at 12.3 µM; AID 743397;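 active means mean replicate inhibition of at least 30% and at least 1% of replicates passing that level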;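 further: 0% = median of the neutral control wells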
Vif inh = HIV Vif self-association inhibitors, primary screen, imaging, HEK293T, single point; AID 602346, 2012; hit rate 0.35% among 340,000; inhibition, % at 7.49 µM; HEK293T cells, Vif self-association by quenched fluorescence, 24 h; in the data active means inhibition above about 50%, passing the limit was not always enough; further: some results filed as inactive read as strong as hits
hiPSC survival = enhancers of single-cell hiPSC survival, primary screen, ATPlite luminescence | survival enhancement, % at 20 µM | 100% = ROCK inhibitor wells, 0% = DMSO | hit rate 0.044% among 360,000; in the data active means survival enhancement above about 18%;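 further: cells exposed to compounds for 16 hours before the ATP read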
Peg3 prom inh = Peg3 promoter-driven luciferase inhibitors, primary screen, cell-based, HeLa, luciferase luminescence | HeLa PEG-Prom luciferase reporter, overnight | inhibition, % at 20 µM | hit rate 1.7% among 360,000;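 active means inhibition of at least 50% at 20 µM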
HIF-2a inh = HIF-2a reporter inhibitors, primary screen, luminescence, 786-0 RCC cells | 786-0 RCC cells HIF-2a reporter, luciferase luminescence, overnight | inhibition, % at 18.8 µM | hit rate 0.72% among 360,000 | AID 624352, 2012;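 active means inhibition of the luminescence signal of 40% or more relative to plate controls, in a single-dose primary screen at 18.75 µM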
NR2E3 ag-1 = NR2E3 agonists in two-hybrid cells, primary screen, cell-based, luminescence, CHO-S, Gal4-NCOR/VP16-NR2E3 | luciferase | inhibition of corepressor binding, % at 3.98 µM | hit rate 0.35% among 360,000 | AID 602229, 2012;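 active means inhibition above the mean of all tested compounds plus 3 SD, cut at about 70% in these data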;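 further: 0% = DMSO with NR2E3 transfected cells and 100% = cells lacking NR2E3 construct; higher means lower luciferase signal from less NR2E3 corepressor binding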
Target sequence (Q9Y5X4 whole entry, looked up, the tested form may be a part): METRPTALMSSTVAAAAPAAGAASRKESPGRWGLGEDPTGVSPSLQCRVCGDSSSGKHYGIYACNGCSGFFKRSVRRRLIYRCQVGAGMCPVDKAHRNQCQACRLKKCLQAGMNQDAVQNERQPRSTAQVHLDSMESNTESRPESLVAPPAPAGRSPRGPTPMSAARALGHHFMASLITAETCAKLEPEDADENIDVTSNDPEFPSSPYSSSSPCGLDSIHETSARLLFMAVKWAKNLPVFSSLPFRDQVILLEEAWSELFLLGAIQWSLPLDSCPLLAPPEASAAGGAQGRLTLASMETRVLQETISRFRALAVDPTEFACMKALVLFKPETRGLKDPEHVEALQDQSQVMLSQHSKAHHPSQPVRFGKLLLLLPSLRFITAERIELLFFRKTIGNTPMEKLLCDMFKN
TRPM1 prom inh = inhibitors of MITF-dependent TRPM1 promoter reporter, primary screen, cell-based, SK-MEL-5, single point, luciferase | hit rate 0.83% among 330,000 | SK-MEL-5 TRPM1 promoter luciferase, 24 h | inhibition, % at 12.5 µM;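 active means mean inhibition across replicates of 60% or more, whatever share of single replicates reaches that level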; further: values of inactives mirror those of a sister screen read the other way
PDI turbidity = inhibitors of human PDI, primary screen, biochemical, turbidity, single point, plate reader; AID 588391, 2011; hit rate 0.052% among 350,000; PDI insulin aggregation turbidity, A650, 90 min; inhibition, % at 10 µM; Protein disulfide-isomerase (Homo sapiens), P07237;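 active means mean inhibition across replicates of 30% or more, whatever share of single replicates reach that level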;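 further: absorbance from insulin aggregation driven by PDI reduction with DTT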
Target sequence (P07237 whole entry, looked up): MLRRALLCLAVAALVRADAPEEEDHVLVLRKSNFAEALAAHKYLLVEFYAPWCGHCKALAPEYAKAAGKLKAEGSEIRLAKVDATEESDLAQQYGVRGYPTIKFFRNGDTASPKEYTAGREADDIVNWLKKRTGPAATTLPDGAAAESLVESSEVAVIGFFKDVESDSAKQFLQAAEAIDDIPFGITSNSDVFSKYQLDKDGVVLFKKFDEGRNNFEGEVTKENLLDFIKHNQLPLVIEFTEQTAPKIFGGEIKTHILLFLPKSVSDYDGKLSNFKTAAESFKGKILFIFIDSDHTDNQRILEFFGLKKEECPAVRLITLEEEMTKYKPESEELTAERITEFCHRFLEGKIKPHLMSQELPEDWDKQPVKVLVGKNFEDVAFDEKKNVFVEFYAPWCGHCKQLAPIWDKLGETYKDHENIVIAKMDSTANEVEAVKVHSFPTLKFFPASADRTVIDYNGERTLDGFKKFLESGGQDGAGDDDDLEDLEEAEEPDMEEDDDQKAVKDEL
NR2E3 ag-2 = inhibitors of NR2E3-RetCOR corepressor binding, primary screen, NR2E3 agonist project, biochemical, TR-FRET, GST-NR2E3, biotin-RetCOR | hit rate 0.12% among 320,000 | 1536-well | inhibition of corepressor binding, % at 4.78 µM | AID 2300, 2010 | Photoreceptor-specific nuclear receptor (Homo sapiens), Q9Y5X4;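 active means percent inhibition above the cutoff of mean plus 3 SD of all tested compounds, set per screening campaign, cut at about 20% in these data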;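 further: 0% = DMSO wells and 100% = biotin wells as full block of FRET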
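system = GST-tagged NR2E3 plus biotinylated RetCOR corepressor | input = 1.35 nM GST-NR2E3 | also added = 7 nM biotin-RetCOR | schedule = 5 h incubation at 4 °C | measured by = TR-FRET with europium anti-GST and streptavidin-D2, 340 nm excitation | read-out = percent loss of FRET ratio relative to control wells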
aDG glyco up = activators of alpha-DG glycosylation, primary screen, uHTS, Pro5-aDG cells, AlphaScreen; activation, % at 10 µM; alpha-DG glycosylation AlphaScreen (IIH6); 0% Pro5, 100% B10-LARGE cell signal; hit rate 0.22% among 360,000;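 active means activation of at least 8% versus controls, or a plate z-score of at least 8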;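 further: Pro5 are CHO cells carrying HIG-tagged alpha-DG that lacks glycosylation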
Granule exo inh = LAMP-1 surface exposure blockers, TALL-104 cells – cell-based, flow cytometry, MLPCN library, primary screen; TALL-104 LAMP-1 surface exposure; cells stimulated with thapsigargin and PMA; AID 651702, 2012; hit rate 0.66% among 360,000; inhibition, % at 10 µM;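 active means inhibition above about 55%, limit read from the data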
The depositor's hits bear a star; · = no result given.

SMILES	CaV13 FRET inh	Vif inh	hiPSC survival	Peg3 prom inh	HIF-2a inh	NR2E3 ag-1	TRPM1 prom inh	PDI turbidity	NR2E3 ag-2	aDG glyco up	Granule exo inh
Cc1ccc2c(c1)cc(C(=O)NCc1ccccc1)n2C	-19	0	-0.6	9	-45	-11	-6	-3	7	0.0	-1
CC(=O)Nc1cccc(NC(=O)CCCC(=O)O)c1	-5	-7	0.5	0	9	-27	-3	7	-2	0.0	0
O=C(COc1ccc(Br)cc1)Nc1ccc(-c2nnc(-c3ccco3)o2)cc1	-9	17	-0.9	-67	-11	-11	-28	0	3	-0.2	-1
CCOC(=O)CNC(=O)c1sc2ncnc(N3CCc4ccccc4C3)c2c1C	-9	-4	-1.6	4	-12	10	0	1	3	-0.1	-2
CC12CCC(C/C1=N/O)C2(C)CBr (configuration not stated)	-2	-1	-0.5	13	10	-1	-5	-3	-3	-0.1	-3
O=C(CSc1nnc(-c2cccnc2)n1CCc1ccccc1)N1CCCCC1	-8	2	3.4	17	9	-3	7	0	1	0.2	-2
CCN1/C(=C2/SC(=S)N(NC(C)=O)C2=O)Sc2ccc(Cl)cc21	0	-6	0.4	-1	-32	-18	-2	-10	0	-0.1	7
CCCCc1c(-c2ccc(OC)c(OC)c2)ncn1CCc1ccccc1OC	-10	·	-0.7	·	-45	25	·	·	·	14*	32
C#CCOCCOCCOCCNc1nc(N2CCN(C(=O)[C@H](C(C)C)n3cc(CCO)nn3)CC2)nc(N2CCN(C(=O)[C@H](C(C)C)n3cc(CCO)nn3)CC2)n1	-11	-2	1.2	-93	6	4	0	2	5	0.1	-6
CC(C)c1nc2c(c(=O)c3ccccc3n2C)c(=O)n1-c1ccc(F)cc1	-4	-2	1.9	25	14	-18	2	-7	2	0.3	-5

Records listed so far shown as hits in aDG glyco up:
compound,CaV13 FRET inh,Vif inh,Peg3 prom inh,HIF-2a inh,NR2E3 ag-1,TRPM1 prom inh,PDI turbidity,NR2E3 ag-2,aDG glyco up,Granule exo inh
CCCCc1c(-c2ccc(OC)c(OC)c2)ncn1CCc1ccccc1OC,-10,·,·,-45,25,·,·,·,14*,32

New compounds follow.
SMILES	CaV13 FRET inh	Vif inh	hiPSC survival	Peg3 prom inh	HIF-2a inh	NR2E3 ag-1	TRPM1 prom inh	PDI turbidity	NR2E3 ag-2	aDG glyco up	Granule exo inh
C=C1C2C[C@H](O)C(C)(C)[C@@]2(O)[C@H](O)C[C@]23C[C@@](C)(O)[C@H](CC[C@H]12)[C@H]3O (some centres not stated)	-12	-3	5.9	98*	-1	19	7	0	-1	0.0	50
CCOc1ccc(-c2nc3ccccc3c(=O)o2)cc1	-6	-3	-0.5	-212	-201	-140	-24	9	-2	0.2	1
C=CCn1c(=O)c2ccccc2n2c(SCc3nc4ccccc4s3)nnc12	-4	·	-1.8	-181	-211	-130	-20	-16	0	0.1	6
CC1CCCN(c2c3c(nc4ccccc24)CCCC3)C1 (configuration not stated)	-15	5	1.6	17	24	-20	11	0	3	0.3	48
CC(NC(=O)C1CCN(C(=O)c2ccc(F)cc2)CC1)c1ccc(-n2ccnc2)cc1 (configuration not stated)	-2	-3	0.9	15	19	-10	-4	5	2	-0.2	-4
Cc1ccc(NC(=O)OCCN2CCN(S(=O)(=O)c3ccc(C)cc3)CCC2=O)cc1	-4	-10	-3.4	9	7	2	1	3	2	0.0	3
CN(C)S(=O)(=O)N1CCC(Oc2ccc(C(=O)N3C[C@@H]4CCC[C@H]3C4)cc2)CC1	-6	-13	0.2	-5	2	26	-2	0	1	0.2	10
Cc1ccc(CN2CC(C(=O)NCCCn3nc(C)cc3C)CC2=O)cc1 (configuration not stated)	-7	-1	-0.2	-6	5	5	-2	-5	·	0.1	2
CN(C)c1nc(N)nc(CSc2nc3cc(Cl)ccc3o2)n1	-7	·	4.3	-205	-163	-26	-43	-11	3	0.0	8
COc1cc(/C=N/N2CCCCC2)cc([N+](=O)[O-])c1O	-17	15	0.2	5	1	-13	17	-7	-1	-0.1	10
O=C(CC(=O)Nc1ccc(Cl)cc1Cl)Nc1ccc(Cl)cc1Cl	-5	·	-0.5	9	12	-15	11	-47	0	-0.1	-11
C/C(=C\c1ccccc1F)C1Nc2cccc3cccc(c23)N1	-10	-2	-1.6	-18	16	-18	7	-6	3	-0.2	2
N#CCCN(Cc1cccnc1)C(=S)Nc1ccccc1Cl	7	3	-0.2	21	16	-11	-3	5	·	-0.1	-2
Cc1[nH]c2ccccc2c1C(=O)NS(=O)(=O)Nc1ccc(F)cc1	-5	8	-1.2	6	14	-4	-2	-3	-1	0.5	0
Cc1cccc(N(C(=O)CNC(=O)c2ccco2)C(C(=O)NC2CCCC2)c2cccnc2)c1C (configuration not stated)	-5	1	-0.4	4	8	-8	13	13	-2	-0.1	-7
CC(NC(=S)NC1CCCCC1)C(c1cccs1)N1CCOCC1 (configuration not stated)	-5	-4	0.2	10	3	-2	9	-3	-3	0.1	0
CC1(C)Cc2ccccc2-c2nnc(-c3ccccn3)n21	-7	0	0.5	3	8	-18	17	3	1	-0.1	-2
COc1ccc(COc2cc(-c3cccc(OC)c3)nc3ccc(NC(=O)c4ccc(Cl)cc4)cc23)cc1	-4	1	5.1	15	10	-4	11	-2	0	-0.1	-6
O=C(Cn1nc(-c2ccccc2)oc1=O)OCC(=O)c1ccc(F)c(F)c1	-2	-2	2.1	-4	3	-8	·	-21	0	-0.1	0
CCCOc1cccc(C(=O)N/N=C/c2ccoc2)c1	·	5	-0.3	-75	-89	-10	7	-11	3	-0.2	6
COc1ccccc1C(=O)NCc1ccc(-c2nc3ccccc3s2)cc1	-6	8	2.1	-20	22	9	9	1	-1	-0.2	1
O=C(NCCN1CCOCC1)C1CC(=O)N(c2cccc(C(F)(F)F)c2)C1 (configuration not stated)	-4	-2	-0.1	15	10	-6	1	3	·	-0.2	5
CC(C)(C)OC(=O)[C@H](Cc1ccccc1)NC(=O)c1nc[nH]c1C(=O)N[C@@H](Cc1ccccc1)C(=O)OC(C)(C)C	-5	-3	3.5	25	27	28	13	7	-1	-0.3	5
O=C(NN1C(=O)c2ccccc2C1=O)C1CCCCC1	0	7	-1.2	5	14	-6	12	1	-1	-0.1	2
COc1cc(OC)cc(C(=O)N(CCCN2C(=O)c3cccc4cccc(c34)C2=O)c2cccc(OC)c2)c1	-19	-8	-0.3	33	18	13	2	0	2	-0.3	0
COC(=O)C(C)n1cnc2c(nnn2-c2ccc(C)cc2)c1=O (configuration not stated)	-8	0	3.2	-14	-32	-5	·	·	1	0.1	-1
COc1ccccc1Nc1ccc(C(=O)NC2CCCCC2)cn1	-6	8	1.8	-80	-148	-65	-40	-1	-3	1.3	-2
CC1(C)CC(=O)C(CC2=C(N)CC(C)(C)CC2=O)=C(N)C1	-3	-3	-0.7	-6	9	6	-8	-1	-3	-0.2	3
COc1ccc(Nc2nc(N3CCOCC3)nc(N3CCOCC3)n2)cc1	-3	3	-0.3	-1	14	1	-34	-7	·	-0.1	1
O=c1c2ccccc2nc(SCc2ccncc2)n1CC1CCCO1 (configuration not stated)	-3	-9	0.3	8	14	-24	-7	2	2	0.5	-2
O=C(COC(=O)c1cc(S(=O)(=O)N2CCCC2)ccc1O)Nc1ccc(F)cc1F	-2	2	0.8	15	5	15	11	7	·	0.0	6
Cn1c(SCC(=O)NCc2cccs2)nnc1-c1ccncc1	-5	59*	-0.6	0	14	-16	16	2	-1	0.1	0
CN(C(=O)c1ccc(Br)o1)C1(C)CCS(=O)(=O)C1 (configuration not stated)	-6	-19	0.0	4	3	3	-4	4	1	0.1	6
O=C(CSc1nc2ccccc2c(=O)n1CC1CCCO1)Nc1ccccc1 (configuration not stated)	-2	-19	-0.1	0	7	-65	-6	-2	-3	-0.1	-4
CCOC(=O)N1CCN(Cc2nc3cc(NC(=O)c4cccs4)ccc3n2CC)CC1	-2	4	0.8	-14	-66	-23	-14	-1	0	0.1	-11
CCCn1c(CN2CCN(c3cccc(Cl)c3)CC2)nc2c1c(=O)n(C)c(=O)n2C	-5	-6	-1.4	1	-6	93*	5	·	-1	0.8	6
COc1ccc(Br)c(C(=O)OCC(=O)NC2CC2)c1	-3	-8	-0.4	-3	12	16	-3	2	-3	0.0	0
COc1ccc(C(=O)Nc2nc3ccccc3s2)cc1	-5	-1	-0.7	-50	-36	-144	8	4	4	0.1	-5
COc1ccc(NS(=O)(=O)c2cc3c(cc2C)N(C)CCO3)cc1	-12	3	0.9	32	22	-5	·	·	0	-0.1	0
O=C(COC(=O)CC1SC(N2CCCC2)=NC1=O)Nc1c(F)c(F)c(F)c(F)c1F (configuration not stated)	-5	4	-0.1	1	-1	17	3	13	7	-0.1	-2

Ordered by the number under Vif inh (rising): 5 from the list above
Structure | Vif inh
O=C(CSc1nc2ccccc2c(=O)n1CC1CCCO1)Nc1ccccc1 (configuration not stated) | -19
COc1ccc(Br)c(C(=O)OCC(=O)NC2CC2)c1 | -8
O=C(COC(=O)c1cc(S(=O)(=O)N2CCCC2)ccc1O)Nc1ccc(F)cc1F | 2
O=C(COC(=O)CC1SC(N2CCCC2)=NC1=O)Nc1c(F)c(F)c(F)c(F)c1F (configuration not stated) | 4
Cn1c(SCC(=O)NCc2cccs2)nnc1-c1ccncc1 | 59*

Additional records.
SMILES	CaV13 FRET inh	Vif inh	hiPSC survival	Peg3 prom inh	HIF-2a inh	NR2E3 ag-1	TRPM1 prom inh	PDI turbidity	NR2E3 ag-2	aDG glyco up	Granule exo inh
CCCCn1c(N)c(N(CCC(C)C)C(=O)c2sc3nc4n(c(=O)c3c2C)CCC4)c(=O)[nH]c1=O	·	6	-0.1	7	9	-21	4	4	0	-0.5	0
CN1CC2CCCC3(C1)C(=O)NC1(CCCCC1)N=C23 (configuration not stated)	·	-2	5.2	5	5	-23	7	-1	1	0.4	4
COc1ccc(NC(=O)C2CCCNC2)cc1OCC(C)C (configuration not stated)	0	2	-1.3	-1	13	7	-7	3	2	0.8	20
CS(=O)(=O)N1CCc2cc(C(=O)N3CCN(c4cccc(Cl)c4)CC3)ccc21	-15	-4	-0.2	1	-23	1	-5	8	2	0.0	-10
O=C(O)CSc1nnc(-c2ccccc2)o1	·	-19	4.7	9	14	-2	0	-2	5	0.0	5
COc1ccc(C2C(Oc3ccccc3)C(=O)N2c2ccc(C)c(C)c2)cc1OC (configuration not stated)	·	·	0.7	37	17	-20	3	0	3	0.0	-2
COc1ccccc1/C=C/C(=O)N1CCOCC1	-6	-1	2.0	4	-13	-21	-7	5	2	0.1	-1
O=C(c1[nH]c(C(F)(F)F)nc1-c1ccccc1)N1CCCCC1	-7	26	-0.2	9	3	0	·	·	·	0.1	3
